TRPC4 inh – TRPC4 (mouse) channel inhibition; HEK293 TRPC4beta/mu-opioid, DAMGO-evoked Fluo4 calcium flux; hits give low values; B-score at 10 µM; 300,000 tested, 0.39% active;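 active means B-score over 3 SD under the library average, no early fluorescence shift, positive overall ratio signal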
Target sequence (Q9QUQ5 whole entry, looked up): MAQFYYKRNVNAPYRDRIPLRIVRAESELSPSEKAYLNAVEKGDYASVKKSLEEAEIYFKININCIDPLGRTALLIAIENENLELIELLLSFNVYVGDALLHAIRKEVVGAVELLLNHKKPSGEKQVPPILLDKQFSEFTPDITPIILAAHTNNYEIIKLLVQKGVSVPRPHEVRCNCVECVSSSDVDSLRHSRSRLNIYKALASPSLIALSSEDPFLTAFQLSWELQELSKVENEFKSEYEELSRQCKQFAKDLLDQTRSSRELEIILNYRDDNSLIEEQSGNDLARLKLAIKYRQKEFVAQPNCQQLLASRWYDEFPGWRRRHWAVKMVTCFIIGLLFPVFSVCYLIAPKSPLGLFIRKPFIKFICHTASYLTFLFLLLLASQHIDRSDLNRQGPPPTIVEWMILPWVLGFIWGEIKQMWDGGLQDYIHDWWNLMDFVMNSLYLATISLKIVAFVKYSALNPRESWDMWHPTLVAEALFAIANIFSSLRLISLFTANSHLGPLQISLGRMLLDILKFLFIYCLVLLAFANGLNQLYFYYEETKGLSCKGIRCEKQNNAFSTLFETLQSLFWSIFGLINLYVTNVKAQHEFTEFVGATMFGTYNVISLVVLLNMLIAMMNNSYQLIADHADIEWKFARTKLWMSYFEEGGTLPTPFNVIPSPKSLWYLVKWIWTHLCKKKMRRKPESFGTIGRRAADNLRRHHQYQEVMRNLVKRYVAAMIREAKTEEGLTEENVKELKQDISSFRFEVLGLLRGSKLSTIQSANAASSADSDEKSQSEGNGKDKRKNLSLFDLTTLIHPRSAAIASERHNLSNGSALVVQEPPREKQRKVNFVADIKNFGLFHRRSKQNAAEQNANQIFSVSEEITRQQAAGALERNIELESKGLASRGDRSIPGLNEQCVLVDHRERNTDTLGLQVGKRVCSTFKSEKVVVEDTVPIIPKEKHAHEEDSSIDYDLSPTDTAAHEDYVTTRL
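material = TRPC4beta/mu-opioid receptor HEK293 cell line | probe or stimulus = sequential submaximal and maximal DAMGO stimulation | compound dosing = one concentration per compound | measured by = Fluo4 Ca2+ flux fluorescence | evaluation = integrated fluorescence ratio relative to baseline, converted to per-well B score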
TRPC4 potent – allosteric potentiators of mouse TRPC4 channel; AID 2227; 310,000 tested, 0.42% active; Q9QUQ5; B-score at 10 µM; HEK293 TRPC4beta/mu-opioid, DAMGO EC20, Fluo-4 Ca2+ flux; hits give high values;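 active means B-score of calcium response area above 5 SD of library B-scores, with initial fluorescence ratio within 5 SD of library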;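 further: B-score of integrated fluorescence ratio over time as area under calcium response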
TRPC4 act – activators of mouse TRPC4 channel. AID 2237. 310,000 tested, 0.49% active. B-score at 10 µM. HEK293 TRPC4beta/mu-opioid, Fluo4 calcium fluorescence; hits give high values. Q9QUQ5;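 active means B-score above 5 SD of library B-scores, and initial fluorescence ratio not above library mean plus 5 SD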;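 further: positive B-score marks a calcium rise read as TRPC4 activation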
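Assay system – TRPC4beta and mu-opioid receptor HEK293 stable cells · Measured by – Fluo4 fluorescence, kinetic · Schedule – dye loading 45 min room temperature, 110 s kinetic read · Read-out – B-scored integrated calcium fluorescence ratio · Controls – buffer and maximal DAMGO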
TMEM16A inh – inhibitors of mouse TMEM16A calcium-activated chloride channel. Q8BHY3. HEK293 TMEM16A/YFP iodide influx fluorescence, ionomycin. normalized B-score (activity score, 25-100; higher = stronger inhibition) at 10 µM. 310,000 tested, 1.2% active;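 active means ratio plate-corrected score three or more library SD toward inhibition, starting fluorescence score within five deviations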;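 further: score derived from kinetic fluorescence span divided by baseline fluorescence per well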
TRPC6 inh – inhibitors of mouse TRPC6 channel; Q61143; HEK293-TRPC6, membrane potential dye, ACh-evoked depolarization; hits give low values; B-score at 10 µM; 310,000 tested, 1.1% active; AID 2553;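 active means B-score under library mean minus 3 SD, initial fluorescence not abnormally high, positive integrated signal ratio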;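 further: B-score derived from integrated fluorescence ratio over the kinetic read; more negative B-score means stronger inhibition of depolarization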
TMEM16A act – activates or potentiates the mouse TMEM16A chloride channel; HEK293 TMEM16A/YFP-H148Q/I152L, iodide quench fluorescence; hits give low values; B-score at 10 µM; 340,000 tested, 0.3% active; AID 623877;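 active means fluorescence-ratio B-score plate-corrected deviation score at least 3 library SD below zero, with starting fluorescence score within 5 deviations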;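 further: channel opened by trigger with iodide after compound preincubation; score built on the fluorescence ratio of max minus min over baseline; more negative score means more quench and so TMEM16A activation or potentiation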
SKKanGAS inh – inhibitors of SKKanGAS S. pyogenes growth in kanamycin (SK-promoter or general growth effect); AID 1662; 300,000 tested, 1.3% active; BacTiter-Glo, 6 h; inhibition, % at 7.5 µM;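 active means mean replicate score, as percent of positive control median, at least 50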;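 further: strain carries kanamycin resistance gene driven by streptokinase promoter and grows in 40 µg/ml kanamycin; loss of luminescence reflects streptokinase promoter inhibition or plain growth inhibition; 0% = median of DMSO wells and 100% = positive control at its reference dose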
MrgX1 antagonist – blocks BAM8-22 activation of human MrgX1 receptor; Q96LB2; MRGX1-HEK293 calcium flux, Fluo-4, BAM8-22 antagonism; hits give low values; B-score at 10 µM; 310,000 tested, 1.3% active;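 active means calcium-response B-score plate-corrected more than 3 library SD below zero, starting fluorescence within 5 deviations, no agonist response on first addition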;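 further: peak minus trough fluorescence over baseline after final BAM8-22 challenge near maximal dose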
TRPC6 act – mouse TRPC6 channel activation; Q61143; HEK293-TRPC6 membrane potential dye fluorescence; hits give high values; B-score at 10 µM; 310,000 tested, 0.13% active;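 active means B-score of the integrated fluorescence ratio above library mean plus 3 SD, and starting fluorescence ratio within library mean plus 5 SD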;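 further: higher score means more depolarization so channel activation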
MrgX1 ag – agonists of human MrgX1 receptor; Q96LB2; 310,000 tested, 0.44% active; AID 588627; B-score at 10 µM; MrgX1-HEK293 cells, Fluo-4 calcium fluorescence, agonist mode; hits give high values;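 active means calcium response B-score plate-corrected fluorescence ratio at least 3 library SD, with starting fluorescence B-score inside 5 SD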
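Test system: Stable human MrgX1 HEK293 cell line | Schedule: Overnight plating before 1 h dye loading | Read-out basis: Baseline-normalised fluorescence change ratio, B-scored | Detection: Kinetic calcium dye fluorescence, Fluo-4 NW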
MrgX1 allo act – allosterically activates human MrgX1 receptor signaling. MrgX1-HEK293, Fluo-4 calcium flux, FDSS; hits give high values. B-score at 10 µM. 310,000 tested, 0.63% active. Q96LB2;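 active means plate-corrected calcium response at least 3 library SD above typical, normal starting fluorescence, not activating the receptor alone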;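 further: compound read alongside a low EC10 to EC30 dose of BAM8-22 agonist; peak minus trough fluorescence over baseline measured at the second addition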
An asterisk follows results filed as active; i = inactive; x = not tested or not shown.

SMILES | TRPC4 inh | TRPC4 potent | TRPC4 act | TMEM16A inh | TRPC6 inh | TMEM16A act | SKKanGAS inh | MrgX1 antagonist | TRPC6 act | MrgX1 ag | MrgX1 allo act
O=C(Nc1ccccc1Cl)N1CCN(c2ccc3nncn3n2)CC1 | i | i | i | i | i | i | 1.0 | -4.64* | i | i | i
Cc1nc(C)n(CCNS(=O)(=O)c2ccccc2)n1 | i | i | i | i | i | i | -0.4 | i | i | i | i
Cc1cc(C)n2nc(C(=O)OCC(=O)c3cc(C)n(C)c3C)nc2n1 | i | i | i | i | i | i | 0.1 | i | i | i | i
Cc1ccc(-c2ccc(CCC(=O)O)n2NC(=O)c2cccs2)cc1 | i | i | i | i | i | i | 0.6 | i | i | i | i
COc1ccc(/C=C\c2onc(C)c2S(=O)(=O)N2CCC(C(=O)NCc3ccco3)CC2)cc1 | i | i | i | i | i | i | 3.0 | i | i | i | i
Cc1cnc(CN(C)C(=O)CC2C(=O)NCCN2Cc2cccc(F)c2F)[nH]1 (configuration not stated) | i | i | i | i | i | i | -4.5 | i | i | i | i
Fc1ccc(CN2CCN(C(=S)NCCc3ccccc3)CC2)c(Cl)c1 | i | i | i | i | i | i | 5.0 | i | i | i | i
Cc1ccc(NC(=O)CCC(=O)NNC(=O)c2cccs2)cc1C | i | i | i | x | i | i | -5.8 | x | i | x | x
COc1nc(-c2ccc3c(c2)OCO3)n(-c2ccc(NC(=O)CSc3ccccc3)cc2)n1 | i | i | i | i | i | i | 18.7 | i | i | i | i
CC(C)c1ccc(-c2nnn(CCC#N)n2)cc1 | i | i | i | i | i | i | -0.3 | i | i | i | i
COc1cccc(/C=N/NC(=O)c2c(C)nc3ccc(Cl)cn23)c1O | i | i | i | i | i | i | 102.5* | i | i | i | i
COc1ccc(C(=O)Nc2cccc(/C=C(\CCC(=O)O)c3nc4ccccc4s3)c2)cc1 | i | i | i | i | i | i | 51.8* | i | i | i | i
O=S(=O)(NCc1cccnc1)c1ccc(Br)c2ccccc12 | i | i | i | i | i | i | 17.4 | i | i | i | i
FC(F)(F)c1cc(Oc2ccc(Cl)cc2)nc(-c2ccccn2)n1 | i | i | i | i | i | i | 1.4 | i | i | i | i
Cc1nnc(NC(=O)c2ccncc2)s1 | i | i | i | i | i | i | -3.1 | i | i | i | i
CC(/C=N/NC(=O)c1cccnc1)=C\c1ccccc1 | i | i | i | i | i | i | -21.3 | i | i | i | i
O=C(C1CCCCN1S(=O)(=O)c1ccccc1)N1CCN(Cc2ccccc2)CC1 (configuration not stated) | i | i | i | 25* | i | i | 2.4 | i | i | i | i
Cc1cccc(-c2cc(C(=O)Nc3cccnc3)c3ccccc3n2)c1 | i | i | i | i | i | i | 1.3 | i | i | i | i
COc1ccc(-c2ccc(SCc3cccnc3)nn2)cc1OC | i | i | i | i | i | i | -5.1 | i | i | i | i
Cc1ccc(NC(=O)CCNC(=O)Cn2cnc3ccccc3c2=O)cc1F | i | i | i | i | i | i | -12.3 | i | i | i | i
CCCOP(=O)(c1ccc(N(C)C)cc1)C(O)c1cc(OC)ccc1OC (configuration not stated) | i | i | i | i | i | i | 0.9 | i | i | i | i
COc1cc(NS(=O)(=O)c2ccc(NC(C)=O)cc2)ncn1 | i | i | i | i | i | i | -22.8 | i | i | i | i
O=C(N/N=C/c1ccccc1[N+](=O)[O-])c1cnccn1 | i | 20* | i | i | i | i | -2.3 | i | i | i | i
Cc1ccc(Oc2cc(C)nc(-c3ccccc3O)n2)cc1 | i | i | i | i | i | i | 27.6 | i | i | i | i
CCCCCC(=O)Nc1ccc(Cc2ccncc2)cc1 | i | i | i | i | i | i | -5.6 | i | i | i | i
SMILES | TRPC4 inh | TRPC4 potent | TRPC4 act | TMEM16A inh | TRPC6 inh | TMEM16A act | SKKanGAS inh | MrgX1 antagonist | TRPC6 act | MrgX1 ag | MrgX1 allo act
COc1ccc(NC(=O)CN(C)S(=O)(=O)c2ccc3c(c2)n(C)c(=O)c(=O)n3C)cc1 | i | i | i | i | i | i | 0.8 | i | i | i | i
CCOC(=O)c1c(-c2ccccc2)oc2ccc(O)cc12 | i | i | i | i | i | i | 3.6 | i | i | i | i
CCOC(=O)CSc1c(-c2ccccc2)c2cc(Cl)ccc2[nH]c1=O | i | i | i | i | i | i | -0.4 | i | i | i | i
CNC(=O)COc1ccc(S(=O)(=O)Nc2ccc(C)cc2)cc1 | i | i | i | i | i | i | -24.1 | i | i | i | i
O=C(c1cn[nH]c1)N1CCc2c([nH]c3ccccc23)C1c1c(F)cccc1Cl (configuration not stated) | i | i | i | i | i | i | 6.3 | i | i | i | i
O=C(O)c1cc(-c2ccccc2)n(-c2ccc(Cl)cc2)n1 | i | i | i | i | i | i | -0.5 | i | i | i | i
O=C(NC1C/C(=N/O)c2cc3c(cc21)OCO3)C(F)(F)F (configuration not stated) | i | i | i | i | i | i | 2.0 | i | i | i | i
COCCNC(=O)COc1ccc(Nc2ccccc2)cc1 | i | i | i | i | i | i | -15.8 | i | i | i | i
CCOc1ccc(C(=O)Nc2ccc(S(=O)(=O)N3CCOCC3)cc2)cc1OCC | i | i | i | i | i | i | -7.0 | i | i | i | i
O=C(/C=C/c1ccc(Cl)cc1)NCc1ccco1 | i | i | i | i | i | i | -1.5 | i | i | i | i
CCOC(=O)c1ccc(NCCc2ccc(OC)c(OC)c2)c(N)c1 | i | i | i | i | i | i | 5.3 | i | i | i | i
CN(C(=O)CCn1c(=S)oc2ccccc21)c1ccc(F)cc1 | i | i | i | i | i | i | 12.9 | i | i | i | i
COc1ccc(-n2ccnc(SCC(=O)NCc3ccc(C)cc3)c2=O)cc1Cl | i | i | i | i | i | i | -1.4 | i | i | i | i
CCOC(=O)c1c(C)c(C(=O)N2CCCCCC2)c(C)n1CC | i | i | i | i | i | i | 2.4 | i | i | i | i
Cc1cc(Cl)ccc1C(=O)C1CCCN(C(=O)c2snnc2C)C1 (configuration not stated) | i | i | i | i | i | i | -3.0 | i | i | i | i
COc1ccc(O)c(-c2[nH]ncc2C(=O)c2ccccc2C)c1 | i | i | i | i | i | i | -4.4 | i | i | i | i
Cc1c([N+](=O)[O-])c(C(=O)Nc2ccc3c(c2)OCCO3)nn1C | i | i | i | i | i | i | 8.5 | i | i | i | i
CN(C)C(=O)COc1ncnc2sc(-c3ccccc3)cc12 | i | i | i | i | i | i | 5.7 | i | i | i | i
COc1ccc(CCNC(=O)C2CCCN(S(=O)(=O)c3ccccc3)C2)cc1 (configuration not stated) | i | i | i | i | i | i | 21.7 | i | i | i | i
CCNc1nc(Nc2ccc(C)c(Cl)c2)c2cnn(C)c2n1 | i | i | i | i | i | i | -0.8 | i | i | i | i
CN1C(=O)NC2C1N(S(C)(=O)=O)CCN2S(C)(=O)=O (configuration not stated) | i | i | i | i | i | i | -4.8 | i | i | i | i
COc1ccc(C)cc1NC(=O)CSc1nnc(COc2ccccc2)n1Cc1ccco1 | i | i | i | i | i | i | 4.8 | i | i | i | i
Cc1cccc(C)c1NC(=O)CN1C(=O)N(C)Cc2ccccc21 | i | i | i | i | i | i | -0.7 | i | i | i | i
COc1cccc(CN2CC(C(=O)NCCCn3ccnc3C)CCC2=O)c1 (configuration not stated) | i | i | i | i | i | i | -0.9 | i | i | i | i
CC(C)c1ccc(OCC(=O)N2CCN(C(=O)c3ccco3)CC2)cc1 | i | i | i | i | i | i | 20.8 | i | i | i | i
SMILES | TRPC4 inh | TRPC4 potent | TRPC4 act | TMEM16A inh | TRPC6 inh | TMEM16A act | SKKanGAS inh | MrgX1 antagonist | TRPC6 act | MrgX1 ag | MrgX1 allo act
CN(CC(=O)OCC(N)=O)S(=O)(=O)c1ccc(Cl)cc1 | i | i | i | i | i | i | 14.0 | i | i | i | i
CCc1ccc(C(=O)OCC(=O)NC2CCCC2)cc1 | i | i | i | i | i | i | -3.1 | i | i | i | i
C/C(=N\NC(=S)NCC(C)(C)C)c1cc(F)cc(F)c1O | i | i | i | i | i | i | 90.2* | i | i | i | i
O=C(c1cc(-c2cccnc2)nc2ccccc12)N1CCCc2ccccc21 | i | i | i | i | i | i | -1.9 | i | i | i | i
O=C1CC(=O)Nc2cc(S(=O)(=O)Nc3ccc(F)cc3Cl)ccc2N1 | i | i | i | i | i | i | 0.8 | i | i | i | i
CCn1ncc(NC(=S)Nc2ccc3c(c2)OCO3)c1C(N)=O | i | i | i | i | i | i | 8.2 | i | i | i | i
CCOC(=O)c1ccccc1NC(=O)N[C@@H](C)C(=O)OC | i | i | i | i | i | i | 4.3 | -4.57* | i | i | i
O=C(C1CCC1)N1CCc2cc(S(=O)(=O)Nc3ccc4c(c3)OCO4)ccc21 | i | i | i | i | i | i | 5.0 | i | i | i | i
O=C(Oc1ccc2ccc(=O)oc2c1)c1ccccc1 | i | i | i | i | i | i | 3.0 | i | i | i | i
O=[N+]([O-])c1cc(-n2cccc2)ccc1N1CCOCC1 | i | i | i | i | i | i | -4.0 | i | i | i | i
CCOc1ccccc1C(=O)NCC(=O)O | i | i | i | i | i | i | 0.4 | i | i | i | i
Cc1ccc2c(c1)C(O)(CC(=O)c1ccc(C)s1)C(=O)N2 (configuration not stated) | i | i | i | i | i | i | 4.4 | i | i | i | i
Cc1[nH]c(=O)[nH]c(=O)c1/C=N/NC(=O)CCNC(=O)OC(C)(C)C | i | i | i | i | i | i | -10.3 | i | i | i | i
Cc1ccc(N=C2NC(=O)C(CC(=O)NCc3ccccc3)S2)cc1C (configuration not stated) | i | i | i | i | i | i | -3.3 | i | i | i | i
CCCCCC/C(=N/O)c1ccccn1 | i | i | i | i | i | i | 94.1* | i | i | i | i
O=C(c1ccc(OCCN2CCCCC2)cc1)c1c(-c2ccc(O)cc2)sc2cc(O)ccc12 | i | i | i | i | i | i | -3.4 | i | i | i | i
Cc1cc2ncn(C(=O)N3CCC(C)CC3)c2cc1C | i | i | i | i | i | i | -1.5 | i | i | i | i
CCCCNC(C(=O)Nc1ccc([N+](=O)[O-])cc1Br)c1ccccc1 (configuration not stated) | i | i | i | i | i | i | -4.7 | i | i | i | i

Source: PubChem BioAssay (several laboratories)
